BH1578 lux ind = inducers of Vibrio cholerae quorum light production without autoinducers; 350,000 tested, 0.16% active; V. cholerae BH1578 lux reporter, luminescence, 6 h; activation, % at 18.7 µM; in the data active means activation mostly above about 9.7%, no sharp cut-off; further: not every result past the cut was called active; inactives centre near 0; reference of the scale not given here
Anthrax LF prot = blocks Bacillus anthracis lethal factor protease | inhibition, % at 10 µM | P15917 | multiplex microsphere protease cleavage assay, LF | 360,000 tested, 0.12% active; further: plate controls were buffer without enzyme for full effect and enzyme alone for no effect
PriA SSB inh = K. pneumoniae PriA-SSBct interaction inhibition; inhibition, % at 33 µM; AlphaScreen SSBct-PriA binding, biotinylated peptide; 430,000 tested, 0.6% active; in the data active means inhibition mostly above about 37%, no sharp cut-off; inactive means mostly below about 20%;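 further: plate controls were negative control peptide for no effect and reference peptide for full effect; strong numbers were not always called active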
BoNT-A LC inh2 = blocks Botulinum neurotoxin A light chain protease | 360,000 tested, 0.17% active | inhibition, % at 10 µM | multiplex microsphere protease substrate cleavage, flow cytometry | AID 588499; further: plate controls were buffer without enzyme for full effect and enzyme alone for no effect
TcdB GH inh = inhibitors of Clostridioides difficile toxin B glycohydrolase | TcdB glycohydrolase enzymatic assay, plate reader | 350,000 tested, 0.24% active | P18177 | inhibition, % at 9.99 µM; in the data active means inhibition above about 10%
SARS 3CLpro inh = SARS-CoV 3CLpro protease inhibition; recombinant SARS-CoV 3CLpro, quenched FRET peptide cleavage; inhibition, % at 6 µM; 290,000 tested, 0.14% active; in the data active means inhibition above about 12%
CCHFV vOTU inh = CCHFV vOTU protease inhibition; Pep-AMC fluorescence; inhibition, % at 11.5 µM; 370,000 tested, 0.55% active; in the data active means inhibition above about 30%; further: 0% = vehicle wells with enzyme and 100% = no enzyme wells
Y pestis TopoI = Y. pestis Topo-I inhibition via cleavage products; Y. pestis Topo-I cleavage product accumulation, plate reader; activity, % at 10 µM; 360,000 tested, 0.064% active; AID 504884; in the data active means activity above about 50%, passing the limit was not always enough; further: inactives centre near 2
PfHsp40 yeast = rescue of PfHsp40-mediated yeast toxicity; S. cerevisiae expressing PfHsp40, growth rescue, ATP luminescence; growth rescue, % at 12.5 µM; 340,000 tested, 0.68% active; AID 504582; in the data active means growth rescue above about 28%, passing the limit was not always enough;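 further: yeast W303a lacking pdr1 and pdr3 grown in galactose medium; growth measured after three days at 30 °C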
VHR inh abs = inhibitors of human VHR1 phosphatase (DUSP3). 290,000 tested, 0.52% active. inhibition, % at 13.3 µM. AID 1654. recombinant VHR phosphatase, pNPP absorbance; in the data active means inhibition above about 50%; further: some compounds called inactive have numbers as strong as hits
An asterisk follows results filed as active; i = inactive; . = not tested or not shown. Unless noted, no stated cut-off is given here; in the data, active means inhibition above about 30%; inconclusive means no clear call, values can overlap the other calls; inactive means below that. This is a subset. The share of hits here may be higher or lower than overall.

Every second line gives: BH1578 lux ind	Anthrax LF prot	PriA SSB inh	BoNT-A LC inh2	TcdB GH inh	SARS 3CLpro inh	CCHFV vOTU inh	Y pestis TopoI	PfHsp40 yeast	VHR inh abs
#1 Cc1c(OCC(=O)N[C@@H](Cc2c[nH]c3ccccc23)C(=O)O)ccc2c1oc(=O)c1ccccc12
  -0.5	4	4	0.5	-7.0	14*	-8	4	0.3	-12
#2 N#Cc1ccccc1OCC(=O)OCC(=O)NC1CCCC1
  1.3	-3	-11	-1.3	0.3	.	-8	0	0.3	.
#3 CCOc1cc(C(=O)N/N=C/C(Br)=C/c2ccccc2)cc(OCC)c1OCC
  -0.1	1	.	-0.2	.	3	-14	34	0.9	-7
#4 COc1cc(C(=O)Nc2c(C)cc(C)cc2C)c(Br)c(OC)c1OC
  -0.2	-4	-5	0.0	1.0	3	-1	-1	2.0	22
#5 CC(=O)N(c1ccc2oc(=O)sc2c1)S(=O)(=O)c1cccs1
  -0.2	-3	4	1.5	.	1	2	-3	2.6	-4
#6 CC(=O)Nc1ccc(/C=N/NC(=S)NC(C)C)cc1
  -0.9	2	.	-1.5	1.1	-1	36*	-14	-0.9	10
#7 COc1ccc(-n2c(/C=C/c3ccc(O)c(OC)c3)nc3ccccc3c2=O)cc1
  i	-1	-16	1.9	1.4	2	-1	7	0.7	9
#8 CCN(CC)C(=O)c1ccc(O)c(OC)c1
  i	-3	-6	-0.5	0.7	-2	0	-6	0.4	5
#9 CCNS(=O)(=O)c1ccc(CCC(=O)N2CCN(c3cccc(Cl)c3)CC2)cc1
  0.8	0	7	-1.0	1.3	0	13	40	0.3	9
#10 CCOC(=O)N1CCN(C(=O)CN(C)S(=O)(=O)c2ccc(F)cc2)CC1
  -0.5	1	-7	-0.9	0.7	0	2	-1	-1.9	-52
#11 CCOc1ccc(CNC(=O)c2ccc(Sc3ccc(Cl)cc3)c(NC(C)=O)c2)cc1
  -0.3	0	-9	-0.6	.	1	-1	-9	2.4	-2
#12 Cn1c(CCN2CCN(c3ccccn3)CC2)nc2cc(NC(=O)COc3ccc(Cl)cc3)ccc21
  -2.9	-2	-3	-1.5	0.9	5	0	23	-0.2	15
#13 NC(=O)c1ccc(/C(N)=N/S(=O)(=O)c2cc(C(F)(F)F)cc(C(F)(F)F)c2)cc1
  i	-17	.	-0.4	1.7	9	9	-1	.	19
#14 COc1ccc(OC(=O)N2CCOCC2)cc1
  -0.6	2	-6	0.6	-0.5	-1	-2	3	-0.9	11
#15 COc1cc2c(cc1NC(=O)C(c1ccccc1)c1ccccc1)CCCC2
  5.3	-1	-5	0.3	.	-1	8	17	-0.1	0
#16 COc1ccc(Oc2ccc(C(F)(F)F)cc2NC(=O)c2ccc(C)cc2)cc1
  -0.2	.	-9	.	1.4	-7	-5	4	-1.6	-8
#17 CCOc1ccc(CCNC(=O)Cn2nc(C)n3cccc3c2=O)cc1OCC
  i	-1	-4	-0.1	.	-1	.	0	0.0	-7
#18 CC(=O)Oc1ccc2occ(C(=O)c3cccs3)c2c1
  5.7	1	-14	-0.5	.	-3	5	-2	14	21
#19 COC(=O)[C@@H](Cc1ccccc1)NC(=O)NCCc1ccc(OC)c(OC)c1
  -0.1	-7	-2	-4.4	0.4	2	3	0	-1.0	22
#20 COc1ccc(CCNC(=O)C2CCCN(c3nc4ccccc4s3)C2)cc1OC (stereo not given)
  -4.0	-3	1	2.7	1.6	4	-3	28	-0.1	16
#21 CS(=O)(=O)c1ccc(NCCN2CCOCC2)c([N+](=O)[O-])c1
  -0.2	1	-7	-0.2	1.2	-1	6	-6	-0.2	0
#22 CCCCn1nnnc1C(c1cccc2ccccc12)N1CCC2(CC1)C(=O)NCN2c1ccccc1 (stereo not given)
  .	3	.	-0.4	0.2	.	7	.	.	.
#23 CC1(C)OC(=O)C(=CNn2cnc3ccccc3c2=O)C(=O)O1
  -2.0	3	-9	0.0	.	0	-15	-2	0.1	47
#24 CC(=O)Oc1ccc(CCC(C)OC(C)=O)cc1 (stereo not given)
  3.3	-2	-21	-0.6	0.7	-3	2	8	0.3	-5
#25 COc1ccc(C2C(C#N)=C(N)Oc3cc(O)ccc32)cc1 (stereo not given)
  4.2	7	-4	-0.5	2.3	.	-8	2	0.2	.
#26 COc1cccc(CNC(=O)C2CCN(S(=O)(=O)N3CCC4(CC3)OCCO4)CC2)c1
  -0.1	-1	5	-0.4	.	-4	-6	1	-0.9	12
#27 CC1(C)Oc2ccc3ccc(=O)oc3c2/C(=C/NC2CCCCC2)C1=O
  0.0	-7	.	-1.2	.	1	20	-7	0.0	18
#28 COc1cc(OC)cc(C(=O)NNC(=O)CCC(=O)c2cc(C)sc2C)c1
  i	-6	1	-0.6	1.1	.	-3	1	-0.4	.
#29 CCOC(=O)c1sc2nc3n(c(=O)c2c1C)CCCCC3
  3.4	0	-13	-0.5	.	-1	10	12	6.2	44
#30 CC(C)C(=O)Nc1cccc(C(=O)Nc2ccccc2C(=O)O)c1
  i	-2	-6	-0.4	.	1	12	2	0.9	6

Retrieved by structure from the entries so far:
Every second line gives: BH1578 lux ind	Anthrax LF prot	PriA SSB inh	BoNT-A LC inh2	TcdB GH inh	SARS 3CLpro inh	CCHFV vOTU inh	Y pestis TopoI	PfHsp40 yeast	VHR inh abs
#8 CCN(CC)C(=O)c1ccc(O)c(OC)c1
  i	-3	-6	-0.5	0.7	-2	0	-6	0.4	5
#24 CC(=O)Oc1ccc(CCC(C)OC(C)=O)cc1 (stereo not given)
  3.3	-2	-21	-0.6	0.7	-3	2	8	0.3	-5
#25 COc1ccc(C2C(C#N)=C(N)Oc3cc(O)ccc32)cc1 (stereo not given)
  4.2	7	-4	-0.5	2.3	.	-8	2	0.2	.

More records
Every second line gives: BH1578 lux ind	Anthrax LF prot	PriA SSB inh	BoNT-A LC inh2	TcdB GH inh	SARS 3CLpro inh	CCHFV vOTU inh	Y pestis TopoI	PfHsp40 yeast	VHR inh abs
#31 O=c1[nH]c(=O)n(Cc2ccco2)c(O)c1/C=N/N1CCCCCC1
  -3.1	2	.	-0.3	7.6	4	5	6	-0.4	-4
#32 Cc1ccc(NC(=S)N2CCOCC2)cc1
  -0.1	-3	-6	-0.4	-0.1	6	-11	2	-1.4	-1
#33 O=C1c2ccccc2C(=O)N1Nc1ccc([N+](=O)[O-])cc1[N+](=O)[O-]
  i	-2	-9	-4.3	0.9	3	10	0	-0.3	14
#34 COc1ccc(-c2cc(=O)oc3cc(OCC(=O)N4CCOCC4)ccc23)cc1
  -0.3	-7	-1	-0.1	0.0	-2	0	8	0.0	14
#35 Cc1cc(OCCCN2CCC(C(O)(c3ccccc3)c3ccccc3)CC2)ccc1Br
  .	-5	.	-0.5	3.1	.	11	.	.	.
#36 O=C(CSc1ncccc1C(=O)O)Nc1ccc2c(c1)OCCO2
  i	2	2	0.4	0.2	2	-4	3	-0.1	-8
#37 CCOC(=O)c1c(NC(=O)COC)sc(C(C)=O)c1C
  -0.9	-2	-2	0.1	.	-1	4	-8	-2.2	-6
#38 CCCCn1nc2cc(C(=O)N(CC)c3ccc(OC)cc3)ccc2c1OCC
  -11	5	-5	0.1	0.5	6	-11	-9	0.5	-2
#39 Cc1cc(OCC(=O)N2CCN(c3cccc(Cl)c3)CC2)c2c(C)c(C)c(=O)oc2c1
  -0.2	-1	3	1.2	0.1	2	8	14	-2.2	17
#40 O=S(=O)(/C=C/c1ccccc1)Nc1cccc(S(=O)(=O)NC2=NCCC2)c1
  -0.2	4	1	-1.9	0.5	-1	-6	4	-1.9	-4
#41 Cc1cccc(CC(=O)NCCN2CCCCC2)c1
  i	8	-5	-1.8	-0.4	-6	-3	6	0.0	-1
#42 Brc1ccc(-c2nnc(-c3ccc4c(c3)OCO4)o2)o1
  -3.7	-1	-11	0.5	.	-5	3	-5	0.3	10
#43 CCCCCC(=O)N[C@@H](c1ccccc1)[C@@H](O)C(=O)O[C@H]1C[C@@]2(O)[C@@H](OC(=O)c3ccccc3)C3[C@](C)(C(=O)[C@H](OC(C)=O)C(=C1C)C2(C)C)[C@@H](O)C[C@H]1OC[C@@]31OC(C)=O (stereo not given in full)
  -0.3	-1	-2	-0.3	0.0	7	6	27	2.4	24
#44 O=C(CCSCCC(=O)N1CCCC1)N1CCCC1
  -1.4	-5	0	2.3	.	2	-13	-2	0.4	17
#45 Cc1ccc(S(=O)(=O)C2(C(=O)NCc3ccccc3Cl)CC2)cc1
  -2.4	6	-10	0.2	1.7	-4	-12	7	1.3	16
#46 O=C(COC(=O)C12CC3CC(CC(Br)(C3)C1)C2)Nc1c(F)cccc1F
  0.7	4	-12	-0.4	0.9	.	4	26	1.6	.
#47 CC(C)(CNC(=O)c1ccccc1F)CNC(=O)c1ccccc1F
  -0.3	5	3	0.5	0.2	.	2	4	-0.9	.
#48 COc1ccc(C(=O)Nc2ccc(NC(=O)c3cccs3)cc2)cc1Cl
  -1.1	1	-1	0.0	0.5	1	5	-7	-0.6	17
#49 Cc1ccc2c(c1)N(CC(=O)NC1CCCCCC1)C(=O)c1cccnc1O2
  -0.6	-4	3	-1.7	0.2	-5	6	7	-0.4	-4
#50 CCc1nnc(NC(=O)CN2CC(C)OC(C)C2)s1 (stereo not given)
  i	-9	0	1.6	0.2	-1	3	1	-0.7	-6
#51 Cc1nn(C(=O)c2ccc3c(c2)OCO3)c(N)c1-c1ccccc1
  -0.3	-9	-2	0.5	0.8	9	0	-3	17	15
#52 CC(NC1CCCCC1)C(O)C12CC3CC(CC(C3)C1)C2 (stereo not given)
  0.0	-4	-1	-0.7	.	1	-9	-1	-0.3	6
#53 CN1CCN(CCC(=O)Nc2ccc(OCc3ccccc3)cc2)CC1
  i	4	0	0.1	.	-5	-1	0	-1.1	21
#54 CC(=O)NCCN=Cc1sc2ccccc2c1O
  -10	0	-3	-1.3	.	-2	2	1	1.6	5
#55 Cc1ccc2nc(-c3ccc(SCC(=O)Nc4ccc5c(c4)OCCO5)nc3)[nH]c2c1
  -0.1	0	-6	0.7	.	-1	-6	29	-0.9	1
#56 CC(=O)c1ccccc1OC(=O)c1ccco1
  -0.4	-1	-14	0.6	.	4	1	-5	-0.9	-5
#57 Cn1c(CCNS(=O)(=O)c2ccccc2)nc2cc([N+](=O)[O-])ccc21
  -0.3	-2	-8	-2.6	0.0	7	15	4	-0.4	32
#58 O=C1COc2ccc(S(=O)(=O)Nc3cccc(Cl)c3)cc2N1
  -3.4	-1	3	-1.2	2.3	2	6	-1	0.2	-3
#59 Cc1ccc(NC(=O)CS(=O)CC(=O)N(CC(=O)NC(C)(C)C)c2cccc(C)c2C)cc1 (stereo not given)
  -0.2	-4	1	-4.5	4.1	6	18	30	1.7	21
#60 CC(=O)c1c(C)[nH]c(C(=O)CSc2nnc3ccccn23)c1C
  -0.6	0	5	0.6	.	1	-1	-1	7.6	-7

One compound at a time, from the list above.
CC(C)(CNC(=O)c1ccccc1F)CNC(=O)c1ccccc1F is entered as BH1578 lux ind: -0.3; Anthrax LF prot: 5; PriA SSB inh: 3; BoNT-A LC inh2: 0.5; TcdB GH inh: 0.2; SARS 3CLpro inh: .; CCHFV vOTU inh: 2; Y pestis TopoI: 4; PfHsp40 yeast: -0.9; VHR inh abs: .
Cc1ccc2c(c1)N(CC(=O)NC1CCCCCC1)C(=O)c1cccnc1O2 is entered as BH1578 lux ind: -0.6; Anthrax LF prot: -4; PriA SSB inh: 3; BoNT-A LC inh2: -1.7; TcdB GH inh: 0.2; SARS 3CLpro inh: -5; CCHFV vOTU inh: 6; Y pestis TopoI: 7; PfHsp40 yeast: -0.4; VHR inh abs: -4
Cc1ccc(NC(=S)N2CCOCC2)cc1 is entered as BH1578 lux ind: -0.1; Anthrax LF prot: -3; PriA SSB inh: -6; BoNT-A LC inh2: -0.4; TcdB GH inh: -0.1; SARS 3CLpro inh: 6; CCHFV vOTU inh: -11; Y pestis TopoI: 2; PfHsp40 yeast: -1.4; VHR inh abs: -1

Compound activity deposited in PubChem BioAssay by several laboratories.
